Source: PubChem BioAssay (National Center for Advancing Translational Sciences (NCATS))
KDM5B inhibitor: inhibitors of human KDM5B histone demethylase. Q9UGL1. KDM5B demethylase, FDH-coupled NADH fluorescence (FDH is formaldehyde dehydrogenase). Potency, µM (titrated, usually from 57.7 µM), inactives show top-dose activity change, negative = inhibition, actives largely listed as inhibitors. hit rate 2.6% among 220,000. AID 1347165; active means well fitted inhibition curve with a large enough effect; inconclusive means small, poorly fitted or top-dose-only effect; inactive means no such curve, though single readings can be large or run the other way; further: 0% is about no effect; nearly all actives have a fitted effect of over 70% in size
Target sequence (Q9UGL1 whole entry, looked up): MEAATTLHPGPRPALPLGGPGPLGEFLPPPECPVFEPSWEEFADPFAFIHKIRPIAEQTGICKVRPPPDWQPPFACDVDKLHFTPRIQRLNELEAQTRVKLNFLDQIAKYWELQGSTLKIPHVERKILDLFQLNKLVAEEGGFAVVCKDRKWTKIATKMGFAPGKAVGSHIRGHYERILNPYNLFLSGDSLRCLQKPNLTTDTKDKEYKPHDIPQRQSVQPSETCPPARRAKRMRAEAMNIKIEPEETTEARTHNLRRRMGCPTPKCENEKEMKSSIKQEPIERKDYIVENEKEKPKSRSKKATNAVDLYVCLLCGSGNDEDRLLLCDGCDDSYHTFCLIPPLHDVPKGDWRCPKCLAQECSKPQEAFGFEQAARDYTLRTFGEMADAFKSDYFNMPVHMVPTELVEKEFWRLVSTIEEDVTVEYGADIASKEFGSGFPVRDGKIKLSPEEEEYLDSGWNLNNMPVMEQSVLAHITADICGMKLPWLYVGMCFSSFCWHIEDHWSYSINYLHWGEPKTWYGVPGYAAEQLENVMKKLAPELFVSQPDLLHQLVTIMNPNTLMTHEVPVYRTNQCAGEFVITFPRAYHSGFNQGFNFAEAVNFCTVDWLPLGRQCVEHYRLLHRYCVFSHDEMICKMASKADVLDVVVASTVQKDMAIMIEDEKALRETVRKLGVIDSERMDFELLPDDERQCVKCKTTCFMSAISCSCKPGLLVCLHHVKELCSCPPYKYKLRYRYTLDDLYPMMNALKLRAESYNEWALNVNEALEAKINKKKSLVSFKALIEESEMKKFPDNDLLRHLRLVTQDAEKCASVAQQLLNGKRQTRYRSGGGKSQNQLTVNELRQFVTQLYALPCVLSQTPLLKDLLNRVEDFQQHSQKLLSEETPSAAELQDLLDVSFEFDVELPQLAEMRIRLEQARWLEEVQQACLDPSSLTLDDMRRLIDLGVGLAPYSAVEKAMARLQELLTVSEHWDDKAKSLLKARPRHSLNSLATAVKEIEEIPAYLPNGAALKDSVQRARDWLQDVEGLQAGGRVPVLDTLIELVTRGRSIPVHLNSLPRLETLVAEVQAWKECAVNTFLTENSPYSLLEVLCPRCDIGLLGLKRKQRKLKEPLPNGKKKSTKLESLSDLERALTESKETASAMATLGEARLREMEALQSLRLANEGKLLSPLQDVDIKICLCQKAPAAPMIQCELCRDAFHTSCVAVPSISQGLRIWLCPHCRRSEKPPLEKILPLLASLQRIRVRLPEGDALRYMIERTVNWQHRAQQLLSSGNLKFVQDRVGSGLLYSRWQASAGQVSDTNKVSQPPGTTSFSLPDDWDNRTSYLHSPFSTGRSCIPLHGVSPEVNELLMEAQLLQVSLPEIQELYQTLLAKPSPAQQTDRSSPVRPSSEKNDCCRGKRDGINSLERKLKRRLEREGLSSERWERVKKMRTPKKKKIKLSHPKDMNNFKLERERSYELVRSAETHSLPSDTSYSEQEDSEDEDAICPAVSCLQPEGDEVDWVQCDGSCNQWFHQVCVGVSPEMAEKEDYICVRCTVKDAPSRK
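qHTS format, multiple compound concentrations. Buffer 50 mM HEPES pH 7.5/0.01% Tween-20; 200 nM KDM5BΔAP final; 10 min compound preincubation; substrate-mix levels 12.5 µM peptide, 25 µM α-KG, 0.25 mM NAD⁺; 30 min RT; ΔRFU.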
Numbers without * were called inactive; [ ] = remark or other dose. Potency means the concentration at half of the fitted maximal effect. The list is partial; rates above refer to the full screens.

Results for COc1cc(C(NC=O)C(=O)Nc2c(C)cccc2C)ccc1O (centres undefined) ?
KDM5B inhibitor: 0%

What do the screens show for `CSCC[C@H](NC(=O)OC(C)(C)C)C(=O)N/N=C/c1ccc2nccnc2c1`?
KDM5B inhibitor: -4%

What do the screens show for `CC(=O)c1ccc(N2CCN(S(=O)(=O)c3ccc4c(c3)C(C)(C)C(=O)N4)CC2)cc1`?
KDM5B inhibitor: inconclusive

Results for Cc1ccc2[nH]c(CSc3nnc(NC(=O)c4ccccc4C)s3)cc(=O)c2c1 ?
KDM5B inhibitor: -1%

Results for COc1ccc(Nc2nc(N)c(C(=O)c3ccc(Cl)cc3)s2)cc1 ?
KDM5B inhibitor: -3%

Results for Cc1ccccc1-n1ncc2c1NC(=O)CC21C(=O)Nc2cccc(Cl)c21 (centres undefined) ?
KDM5B inhibitor: -1%

What do the screens show for `Cc1ccc(Nc2c3c(nc4nncn24)CCC3)c(C)c1`?
KDM5B inhibitor: 5%

How did COc1ccc(NC(=O)Cn2c(=O)oc3cc(S(=O)(=O)NC4CCCC4)ccc32)cc1OC do in these assays?
KDM5B inhibitor: inconclusive

What do the screens show for `CC(C)Cc1cc(C(=O)NCc2noc(-c3c(F)cccc3F)n2)no1`?
KDM5B inhibitor: 8%

How did COc1ccc(CN2C(=O)COC[C@H]2C(=O)N2CCC(C)CC2)c(OC)c1 do in these assays?
KDM5B inhibitor: 23%

How did CCOc1ccc(-c2cc(C(=O)NCCc3ccc(OC)c(OC)c3)c3c(-c4ccc(F)cc4)[nH]nc3n2)cc1 do in these assays?
KDM5B inhibitor: 5%

What do the screens show for `C=CCNc1cc(=O)n(Cc2ccccc2)c(=O)[nH]1`?
KDM5B inhibitor: -20%

How did CC(=O)Nc1ccc(C2(C(=O)NCc3ccccc3F)CCCCC2)cc1 do in these assays?
KDM5B inhibitor: 24%

What do the screens show for `CC(=O)c1cccc(NC(=O)CSc2nnc3ccc(-c4ccc(F)cc4)nn23)c1`?
KDM5B inhibitor: 8%

How did O=C(Oc1ccc2c(=O)c(-c3ccc(Br)cc3)coc2c1)c1ccco1 do in these assays?
KDM5B inhibitor: 15%

What do the screens show for `CS(=O)(=O)Cc1ccc(C(=O)OCc2cc(=O)oc3cc4c(cc23)CCC4)cc1`?
KDM5B inhibitor: -14%

What do the screens show for `CC(C)CCN1CCC2(CN[S+](=O)([O-])c3ccccc3N2)C1` (centres undefined)?
KDM5B inhibitor: inconclusive

How did COc1cc2[nH]c(=S)nc(NCc3ccc(C)cc3)c2cc1OC do in these assays?
KDM5B inhibitor: inconclusive

Results for CCOC(=O)C1(C)C=C(Nc2ccc(C)cc2)C(=O)N1c1ccccc1 (centres undefined) ?
KDM5B inhibitor: -16%

What do the screens show for `O=C(Cn1c(-c2ccccc2)cc2ccccc21)NCCC(=O)N1CCCC1`?
KDM5B inhibitor: inconclusive

Arranged by number of heavy atoms (lowest first): three of the compounds above
How did O=C(Oc1ccc2c(=O)c(-c3ccc(Br)cc3)coc2c1)c1ccco1 do in these assays?
KDM5B inhibitor: 15%

What do the screens show for `CSCC[C@H](NC(=O)OC(C)(C)C)C(=O)N/N=C/c1ccc2nccnc2c1`?
KDM5B inhibitor: -4%

How did CCOc1ccc(-c2cc(C(=O)NCCc3ccc(OC)c(OC)c3)c3c(-c4ccc(F)cc4)[nH]nc3n2)cc1 do in these assays?
KDM5B inhibitor: 5%

The list goes on:
What do the screens show for `O=C(O)CCc1ccc(S(=O)(=O)Nc2ccccc2C(=O)NCCc2ccccc2)cc1`?
KDM5B inhibitor: 6%

What do the screens show for `Cc1c(Cl)cccc1NC(=O)c1noc2c1CC(C)CC2` (centres undefined)?
KDM5B inhibitor: 12%

How did O=C(CCc1cccnc1)NCCOc1cccc(F)c1 do in these assays?
KDM5B inhibitor: 12%

What do the screens show for `COC(=O)C1=CN(C(C)C)C=C(C(=O)OC)C1c1cccs1`?
KDM5B inhibitor: inconclusive

What do the screens show for `CCc1ccc(NC(=O)[C@H](CSCc2ccccc2)N2Cc3ccccc3C2=O)cc1`?
KDM5B inhibitor: -11%

What do the screens show for `O=C(Nc1ccccc1)N1CCC(C(=O)N2CCN(Cc3ccccc3)CC2)CC1`?
KDM5B inhibitor: 22%

Results for CN(CC1(CO)CCC1)C(=O)C1CCC(=O)N(CCc2ccc(Cl)cc2)C1 (centres undefined) ?
KDM5B inhibitor: -7%

Results for O=C(NC(=S)Nc1ccc(Cl)cc1)c1cncc(Br)c1 ?
KDM5B inhibitor: -2%

Results for COCCN1Cc2nc(-c3cccc(OC(F)(F)F)c3)ccc2OCC1=O ?
KDM5B inhibitor: -6%[86.2 µM]

Results for Cc1nc(SCC(=O)Nc2nsc(-c3ccc(C(C)(C)C)cc3)n2)c2c3c(sc2n1)CCCC3 ?
KDM5B inhibitor: inconclusive

What do the screens show for `Cn1nc(C(=O)NCc2ccc(Cl)cc2)c2c1-c1ccccc1S(=O)(=O)C2`?
KDM5B inhibitor: -26%

Results for CCOc1ccc(NC(=O)c2nn(-c3ccccc3OC)c(=O)c3ccccc23)cc1 ?
KDM5B inhibitor: 5%

What do the screens show for `CCOc1ccc(CNC(=O)CCn2c(=O)c3cccn3c3cccnc32)cc1`?
KDM5B inhibitor: -49%

What do the screens show for `O=C(N=NC(=O)c1ccc2c(O)n(CC3CCCO3)c(O)c2c1)c1cccnc1` (centres undefined)?
KDM5B inhibitor: -1%

What do the screens show for `Cc1ccc(C(=O)Nc2nc3n(n2)C(c2ccccc2)C=C(c2ccccc2)N3)cc1` (centres undefined)?
KDM5B inhibitor: inconclusive

Results for CCc1sc(NC(=O)C[C@H]2NC(=O)c3ccccc3NC2=O)nc1C(=O)OC ?
KDM5B inhibitor: 13%

How did O=C(c1ccoc1)N1CCCCC1c1nc(CCOCC2CCOCC2)no1 (centres undefined) do in these assays?
KDM5B inhibitor: -3%

What do the screens show for `COCCn1c(CCC(=O)Nc2cc(C)ccc2F)nc2c1c(=O)[nH]c(=O)n2CC(C)C`?
KDM5B inhibitor: 19%

What do the screens show for `COc1ccc(COCC(O)CNC(=O)CC2CCCCC2)cc1` (centres undefined)?
KDM5B inhibitor: -13%

What do the screens show for `CCN(CC)CCCNC(=O)c1nn(-c2ccc(C)cc2)c(=O)c2c1c1ccccc1n2C`?
KDM5B inhibitor: inconclusive

Results for CCCN(CC1CCOC1)C(=O)NCc1ccco1 (centres undefined) ?
KDM5B inhibitor: 18%

Results for O=C(NCCc1noc(-c2ccncc2)n1)C1CC1 ?
KDM5B inhibitor: 27%

Results for COc1ccc(CNC(=O)CC[C@@H]2CNC(=O)[C@@H]3C[C@H](NC(=O)Nc4ccsc4)CN23)cc1 ?
KDM5B inhibitor: -19%

What do the screens show for `CC1=C[C@@H](CNc2ccccn2)[C@H](C(C)C)C[C@H]1Cc1nnc(-c2cncn2C)o1`?
KDM5B inhibitor: 35µM*

What do the screens show for `COc1ccc(-c2cnc3n[nH]c(-c4ccc(F)cc4C)c3n2)cc1OC`?
KDM5B inhibitor: 32µM*

What do the screens show for `Cc1cc2nc(CSc3nc4ccc(NC(=O)CCC5CCCC5)cc4s3)cc(=O)n2o1`?
KDM5B inhibitor: -10%

How did CCC(C)Nc1sc(S(=O)(=O)CC)nc1S(=O)(=O)c1ccc(C)cc1 (centres undefined) do in these assays?
KDM5B inhibitor: -3%

What do the screens show for `COc1ccc(-c2nnc(N3CCCCC3)c3ccccc23)cc1`?
KDM5B inhibitor: -14%

How did CCOC(=O)COc1ccc(F)cc1C(=O)c1ccn2nc(-c3ccc(C)cc3)cc2n1 do in these assays?
KDM5B inhibitor: -9%

How did Cc1ccc(CNC(=O)C2CCCC2)cc1 do in these assays?
KDM5B inhibitor: -11%

Results for CC(C)c1ccc(NC(=S)NCc2ccc(F)cc2)cc1 ?
KDM5B inhibitor: -19%

What do the screens show for `O=C(Nc1cccc(C(F)(F)F)c1)c1cccc(NC(=O)c2cnc3ccccc3n2)c1`?
KDM5B inhibitor: -6%

What do the screens show for `CCOC(=O)c1ccccc1NC(=O)COc1ccccc1-c1nnc(-c2ccccc2)o1`?
KDM5B inhibitor: -3%

Results for O=C(NC(C(=O)N1CCCC1)C1CCN(C(=O)c2cccs2)CC1)c1ccc(F)cc1 (centres undefined) ?
KDM5B inhibitor: 20%

Results for Cc1ccccc1COC(=O)c1cc([N+](=O)[O-])ccc1N1CCOCC1 ?
KDM5B inhibitor: -5%

Results for C[C@H](C(=O)N1CCOCC1)C1CC[C@@]2(C)Cc3sc(CS(=O)(=O)C(C)(C)C)nc3[C@@H](C)[C@@H]2[C@H]1O (some centres undefined) ?
KDM5B inhibitor: -1%

How did NCC(=O)N1CCC(n2nccc2NC(=O)Nc2cccc(F)c2)CC1 do in these assays?
KDM5B inhibitor: inconclusive

How did Cc1cc(N2CCC(C)CC2)nc2ccc(NC(=O)CCC(=O)N3CCN(c4cccc(C(F)(F)F)c4)CC3)cc12 do in these assays?
KDM5B inhibitor: inconclusive

How did Cc1cnc(C(=O)N2CCCn3nc(CCC(=O)NC(C)C)cc3C2)cn1 do in these assays?
KDM5B inhibitor: 11%

Results for O=C(NCCc1ccccn1)c1ccc(OC2CCN(CCc3ccccc3)CC2)cc1 ?
KDM5B inhibitor: 4%

How did Cc1cccc(C(=O)Nc2nc3c(s2)CCCC3)c1 do in these assays?
KDM5B inhibitor: inconclusive

Results for Cc1nc(CC(=O)NC2CCCc3c2cnn3-c2ccc(C(C)(C)C)cc2)cs1 (centres undefined) ?
KDM5B inhibitor: -22%

Results for CCOc1ccc(NC(=S)NC(=O)c2cncc(Br)c2)cc1 ?
KDM5B inhibitor: 4%

What do the screens show for `O=C(Cn1nc2c(cc1=O)CCCCC2)Nc1cccc(C(F)(F)F)c1`?
KDM5B inhibitor: -13%

How did CCN1CCN(Cc2ccc(CNC(=O)C(C)NC(=O)c3ccco3)cc2)CC1 (centres undefined) do in these assays?
KDM5B inhibitor: 9%

What do the screens show for `Cc1ccc(NC(=O)N2CCN3CCCCC3C2)cc1C` (centres undefined)?
KDM5B inhibitor: -11%

What do the screens show for `CN1C(=O)C(Cc2cnc[nH]2)NC1=S` (centres undefined)?
KDM5B inhibitor: inconclusive

Results for C=CCNC(=O)CSCc1coc(-c2ccc(Cl)cc2)n1 ?
KDM5B inhibitor: -6%

What do the screens show for `CC(C)NC(=O)N1CCC(c2nc(CCOCC3CCOCC3)no2)C1` (centres undefined)?
KDM5B inhibitor: 4%

How did CCC(c1cccs1)N1C(=O)[C@H]2CN(S(=O)(=O)c3ccccc3C)C[C@H]2C1=O (some centres undefined) do in these assays?
KDM5B inhibitor: 8%

How did CCN(C(=O)Cn1ncc2c1-c1cc(C)ccc1OC2)c1cc(Cl)ccc1OC do in these assays?
KDM5B inhibitor: -7%

How did CCn1ccc2c(OCC(=O)NCc3ccc(C)cc3)cccc2c1=O do in these assays?
KDM5B inhibitor: inconclusive

What do the screens show for `O=C(CSc1ncnc2ccccc12)Nc1ccc(F)cc1F`?
KDM5B inhibitor: 7%

Results for Cc1cccc(C(=O)Nc2nnc(SCc3cc(=O)n4cccc(C)c4n3)s2)c1 ?
KDM5B inhibitor: 10%

How did Cc1ccc(NC(=O)Cn2cnc3cc([N+](=O)[O-])ccc3c2=O)c(Cl)c1 do in these assays?
KDM5B inhibitor: 13%

How did O=C(CNc1ccccc1OC(F)(F)F)N1CCNC1=O do in these assays?
KDM5B inhibitor: -7%

How did COc1ccccc1CNC(=O)CN1CCCC(CO)(CC2CC2)C1 (centres undefined) do in these assays?
KDM5B inhibitor: -17%

How did CCCc1ccc(C(=O)COC(=O)CNC(=O)c2ccc(C)cc2)cc1 do in these assays?
KDM5B inhibitor: 16%

What do the screens show for `CC(C)CNC1(Cc2cc(-c3cccc(O)c3)on2)COC1`?
KDM5B inhibitor: inconclusive

Results for CCOc1ccc(N(C(=O)c2ccco2)S(=O)(=O)c2ccc3c(c2)oc(=O)n3C)cc1 ?
KDM5B inhibitor: 3%

How did Cc1cccc(N2CCN(C(=O)Cc3c(C(=O)O)c(C)cn3C)CC2C)c1 (centres undefined) do in these assays?
KDM5B inhibitor: -8%

How did CCN(CC)CCCNc1oc(-c2ccccc2)nc1C#N do in these assays?
KDM5B inhibitor: 407%[activator]

What do the screens show for `CCOc1ccc(CN2CCN(c3nc(C)cc(NC)n3)CC2CCO)cc1` (centres undefined)?
KDM5B inhibitor: -2%

What do the screens show for `Cc1nncn1C1CCN(S(=O)(=O)c2ccc(F)c(Cl)c2)CC1`?
KDM5B inhibitor: -22%

What do the screens show for `Cc1oc(-c2ccccc2)nc1CS(=O)CC(=O)N1CCc2ccccc21` (centres undefined)?
KDM5B inhibitor: -14%

Results for COc1ccc(CC(=O)NC2CCc3nnc(C4CC4)n3CC2)cc1 (centres undefined) ?
KDM5B inhibitor: -4%

Results for CCCS(=O)(=O)N1CCC(N2C(=O)C(OC)C23CCOCC3)CC1 (centres undefined) ?
KDM5B inhibitor: 9%

Results for COC(=O)c1ccc(NC(=O)c2cc(=O)c3cc(C)ccc3o2)cc1 ?
KDM5B inhibitor: 15%

How did CC(=O)Oc1ccc2c(C)c(-c3ccccc3)c(=O)oc2c1 do in these assays?
KDM5B inhibitor: inconclusive

Of the compounds above, these have a furan ring, fused or not.
How did O=C(Oc1ccc2c(=O)c(-c3ccc(Br)cc3)coc2c1)c1ccco1 do in these assays?
KDM5B inhibitor: 15%

How did O=C(c1ccoc1)N1CCCCC1c1nc(CCOCC2CCOCC2)no1 (centres undefined) do in these assays?
KDM5B inhibitor: -3%

Results for CCCN(CC1CCOC1)C(=O)NCc1ccco1 (centres undefined) ?
KDM5B inhibitor: 18%

How did CCN1CCN(Cc2ccc(CNC(=O)C(C)NC(=O)c3ccco3)cc2)CC1 (centres undefined) do in these assays?
KDM5B inhibitor: 9%

Results for CCOc1ccc(N(C(=O)c2ccco2)S(=O)(=O)c2ccc3c(c2)oc(=O)n3C)cc1 ?
KDM5B inhibitor: 3%
